EWS-Fli block = inhibitors of EWS/Fli oncoprotein transcriptional activity. A673 NR0B1-luciferase reporter, viability-normalised. inhibition, % at 12.6 µM. hit rate 0.67% among 350,000. AID 651661;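 active = mean inhibition of at least 50% after viability correction, with every replicate also passing that limit; inconclusive = mean reaches 50% but only one of two replicates passes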;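 note: firefly luciferase signal divided by Alamar Blue viability fluorescence both relative to DMSO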
DENV2 CPE = protects cells from dengue virus 2 cytopathic effect; hit rate 1.7% among 350,000; DENV2-infected cells, cytopathic effect rescue, plate reader; CPE inhibition, % at 9.99 µM; AID 651640; in the data active = CPE inhibition above about 20%, passing the limit was not always enough; inconclusive = no clear call, values can overlap the other calls; tested in BHK-21 cells;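 note: 0% = median of neutral control wells and 100% = median of positive control wells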
PAX8 inh HTS = lowers PAX8-driven luciferase in RMG-I cells; RMG-I TPO-luciferase reporter, SteadyGlo, 24 h; inhibition, % at 12.6 µM; hit rate 1.2% among 360,000; AID 652154;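 active = mean replicate inhibition at least 60% with every replicate also reaching 60%; inconclusive = only one of the two criteria is met; inactive = mean below 60% and not all replicates reaching 60%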;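 note: luciferase light reporting Pax8 driven TPO promoter activity; plate controls were median of neutral control wells for no effect and mitoxantrone controls for full effect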
ARNT-TACC3 inh = disruptors of human ARNT/TACC3 interaction; hit rate 0.66% among 390,000; inhibition, % at 9.99 µM; Q9Y6A5; AlphaScreen His-ARNT PAS-B/GST-TACC3 binding, luminescence; TACC3 fragment carries E629A point mutation;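 active = mean inhibition of replicates at least 50% and at least half of replicates each reaching 50%; inconclusive = half or more replicates reach 50% but mean below 50%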;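 note: 0% = complete ARNT plus TACC3 wells and 100% = ARNT alone without TACC3; many hits fall short of the cut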
LGR2 inh = inhibitors of bursicon-induced Drosophila LGR2 receptor cAMP signaling | hit rate 0.35% among 380,000 | HEK293 LGR2, CRE-luciferase, bursicon-stimulated, 4 h | inhibition, % at 9.99 µM;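 active = drop in luminescence signal, shown as inhibition above about 50% in the replicate tests, limit read from the data, passing the limit was not always enough; inconclusive = probably only some replicates passing the limit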;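 note: agonist challenge used bursicon conditioned medium at about half maximal strength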
Casp6 inh = caspase-6 (human) enzyme inhibition. P55212. purified caspase-6, Z-VEID-R110 cleavage fluorescence. inhibition, % at 12.5 µM. hit rate 0.53% among 350,000;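 active = mean inhibition across replicates at least about 35%, with every replicate also reaching that limit, limit read from the data; inconclusive = only one of the two criteria met; inactive = neither criterion met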;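 note: 0% = median of neutral control wells and 100% = no fluorescence left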
Target sequence (P55212 24-179 limits assumed): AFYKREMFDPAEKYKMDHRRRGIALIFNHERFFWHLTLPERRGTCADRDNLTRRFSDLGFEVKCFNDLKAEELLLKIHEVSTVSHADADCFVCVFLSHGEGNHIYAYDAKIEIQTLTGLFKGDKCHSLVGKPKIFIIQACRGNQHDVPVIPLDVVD
Target sequence (P55212 194-293 limits assumed): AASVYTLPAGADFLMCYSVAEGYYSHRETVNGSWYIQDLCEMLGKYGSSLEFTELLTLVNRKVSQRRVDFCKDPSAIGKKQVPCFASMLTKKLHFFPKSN
SIRT5 inh = sirtuin-5 (human) deacylase inhibition. Q9NXA8. hit rate 1.1% among 330,000. Purified SirT5, succinyl-peptide AMC, trypsin-coupled fluorescence. inhibition, % at 15 µM; in the data active = inhibition above about 15%; inconclusive = no clear call, values can overlap the other calls
Target sequence (Q9NXA8 whole entry, looked up): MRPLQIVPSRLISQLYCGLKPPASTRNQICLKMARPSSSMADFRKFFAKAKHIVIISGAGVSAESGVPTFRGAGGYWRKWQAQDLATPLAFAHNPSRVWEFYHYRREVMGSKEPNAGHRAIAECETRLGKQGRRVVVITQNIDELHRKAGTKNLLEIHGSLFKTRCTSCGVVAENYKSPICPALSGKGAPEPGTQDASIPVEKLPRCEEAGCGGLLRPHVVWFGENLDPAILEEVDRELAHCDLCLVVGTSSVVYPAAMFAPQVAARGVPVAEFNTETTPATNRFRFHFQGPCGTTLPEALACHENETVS
An asterisk follows results filed as active; ? = inconclusive; . = not tested or not shown.

SMILES | EWS-Fli block | DENV2 CPE | PAX8 inh HTS | ARNT-TACC3 inh | LGR2 inh | Casp6 inh | SIRT5 inh
C#CC(C)(C)NC(=O)c1sccc1Oc1ccc(F)cc1[N+](=O)[O-] | 8 | 5 | 25 | 10 | 1 | 2 | -1
CCNC(=O)C[C@H]1CC[C@H]2[C@@H](COC[C@@H](O)CN2C(=O)C2CCOCC2)O1 | 0 | -1 | -13 | -7 | -3 | -1 | 2
CN(C)CC#Cc1ccc([C@@H]2[C@H]3CN(CC4CCOCC4)CCCCN3[C@H]2CO)cc1 | 9 | . | 3 | -5 | -7 | . | .
COc1cccc(CNC(=O)c2nnn(CC(=O)Nc3cc(Cl)ccc3C)c2N)c1 | 3 | 10 | 14 | -5 | 4 | -3 | -2
CN1C(=O)C2(c3ccccc31)c1c(oc3ccccc3c1=O)C(=O)N2CCCO (stereo not given) | 1 | 1 | -18 | -3 | 2 | -2 | 3
O=C(C1CCCN(S(=O)(=O)c2cccs2)C1)N1CCC(N2CCCCC2)CC1 (stereo not given) | 4 | 2 | 4 | 0 | -6 | -14 | .
O=C(Oc1ccc(C(=S)N2CCOCC2)cc1Cl)c1ccccc1F | 20 | 2 | 15 | -2 | 15 | 2 | 5
O=C(Nc1ccc(N2CCOCC2)cc1)c1cccc(S(=O)(=O)N2CCOCC2)c1 | -9 | 4 | 2 | 7 | -3 | 1 | -2
C[C@@H]1CCCCO[C@@H](CN(C)C(=O)CCC(F)(F)F)[C@@H](C)CN([C@@H](C)CO)C(=O)c2cc(NS(=O)(=O)c3ccc(F)cc3)ccc2O1 | 11 | 0 | -12 | 6 | 0 | 2 | 1
O=c1cc(-c2ccccc2)oc2cc(O)c(O)c(O)c12 | -36 | -10 | . | 18 | . | 44* | .
Cc1ccc(S(=O)(=O)N2CCC(C(=O)N3CCc4ccccc43)CC2)cc1C | -3 | -1 | -13 | 1 | -4 | 3 | 0
CS(=O)(=O)N1CCCCN2[C@H](CO)[C@@H](c3ccc(-c4cccc(C#N)c4)cc3)[C@H]2C1 | -12 | 4 | -6 | -6 | 6 | 0 | 0
COC(=O)c1ccc(NC(=O)COc2ccc(S(=O)(=O)NC(C)(C)C)cc2)cc1 | 8 | 3 | 25 | -5 | 1 | 1 | .
Cc1ccc(-c2cnc3c(c2)C(=O)N([C@@H](C)CO)C[C@@H](C)[C@@H](CN(C)C(=O)c2ccncc2)O3)cc1 | -4 | -8 | 6 | -2 | -4 | 0 | -5
COc1ccccc1Cn1[nH]nnc1=S | 6 | 10 | -3 | -9 | . | 1 | -3
CO[C@@H]1CN(C)C(=O)c2cc(NC(=O)NC(C)C)ccc2OC[C@@H](C)N(C(=O)C2CCC2)C[C@@H]1C | -4 | 3 | 3 | 12 | 8 | . | 0
Cc1cccc(NC(=O)Cn2nc(-c3cccs3)ccc2=O)c1C | 6 | -1 | -7 | -4 | -7 | -1 | 0
Fc1ccc(COc2ccc(-c3nnco3)cc2)cc1 | -103 | 3 | -155 | . | -40 | 1 | -5
C[C@@H]1CN([C@H](C)CO)C(=O)c2cc(C#Cc3ccncc3)cnc2O[C@@H]1CN(C)C(=O)CN(C)C | -24 | -2 | . | -5 | 10 | -2 | -4
COc1ccc(C(=O)/C=C/C(=O)N(Cc2ccccc2)C(C(=O)NC2CCCCC2)c2ccncc2)c(O)c1 (stereo not given) | 2 | 41* | 37 | -1 | -15 | -1 | -1
CC12CN3CC(C)(CN(C1)C3c1ccc3ccccc3c1O)C2=O (stereo not given) | . | . | . | 0 | -5 | -1 | -1
CCC(=O)N1CCCCN2[C@H](CO)[C@@H](c3ccc(C#Cc4ccccc4)cc3)[C@@H]2C1 | -1 | -10 | 12 | 2 | -2 | -3 | -2
O=C(Nc1ncccn1)C1CCCCC1 | 2 | -1 | 1 | 9 | 10 | 2 | -5
COc1ccc(CC(=O)OCC(=O)NCCc2ccccc2)cc1OC | 3 | -10 | -18 | -8 | 6 | 1 | -5
Cc1cc(C(=O)O[C@H]2[C@H](C)NS(=O)(=O)[C@H]3C[C@@H]4C=C[C@]23O4)cc([N+](=O)[O-])c1 | -9 | . | -2 | -2 | -4 | 7 | .

Overlap with the part before: 3 compounds, followed by the next part.
SMILES | EWS-Fli block | DENV2 CPE | PAX8 inh HTS | ARNT-TACC3 inh | LGR2 inh | Casp6 inh | SIRT5 inh
O=C(Nc1ncccn1)C1CCCCC1 | 2 | -1 | 1 | 9 | 10 | 2 | -5
COc1ccc(CC(=O)OCC(=O)NCCc2ccccc2)cc1OC | 3 | -10 | -18 | -8 | 6 | 1 | -5
Cc1cc(C(=O)O[C@H]2[C@H](C)NS(=O)(=O)[C@H]3C[C@@H]4C=C[C@]23O4)cc([N+](=O)[O-])c1 | -9 | . | -2 | -2 | -4 | 7 | .
Cc1ccc(S(=O)(=O)NN2C(=O)c3ccccc3NC2c2ccco2)cc1 (stereo not given) | 0 | ? | -4 | 2 | 11 | 2 | .
CCCNC(=O)N1[C@H](C#N)[C@@H](c2ccccc2-c2ccccc2)[C@@H]1CO | -1 | -3 | 10 | . | -5 | 0 | -4
Cc1cc(C)[n+](C)n1CC(O)Cn1c2ccccc2c2ccccc21 (stereo not given) | 3 | 11 | -5 | 0 | 22 | 1 | .
CCOc1ccc(-c2c(C(=O)N/N=C/c3c[nH]c4ccccc34)nnn2-c2nonc2N)cc1 | . | -2 | 31 | -9 | 19 | -2 | 5
CC1CCN(C(=O)c2[nH]cnc2C(=O)NCC(=O)OCc2ccccc2)CC1 | 4 | 1 | -12 | -5 | . | 2 | -2
CO[C@@H]1CN(C)C(=O)c2ccc(NS(=O)(=O)c3ccc(F)cc3)cc2OC[C@@H](C)N(C)C[C@H]1C | 5 | -3 | . | -3 | 20 | -3 | .
Cc1ccc(OCCOC(=O)c2sc(=S)n(C)c2C)cc1 | -8 | 4 | -2 | -8 | 5 | 0 | 0
CCN(c1ccccc1)S(=O)(=O)c1ccc(OC)c(NC(=O)C2CCC2)c1 | 4 | 68* | 18 | 19 | 0 | -1 | -2
Cc1cccc(C(=O)NC(=S)Nc2cccc3nc(C)ccc23)c1 | 4 | 6 | 25 | -12 | -10 | -2 | -4
CC(=O)OC1CC2(C)C(C(C)=O)CCC2C2CCC3=CC(=O)CCC3(C)C12 (stereo not given) | -7 | 0 | -14 | 7 | -7 | 0 | .
CCOc1ccc(S(=O)(=O)Nc2ccc(C(=O)NCC(c3ccco3)N(C)C)cc2)cc1 (stereo not given) | 8 | 6 | . | -3 | 7 | 5 | -3
Cc1cccc(/C=N/NC(=O)c2cc(C3CC3)nc3ccccc23)n1 | 7 | 6 | 1 | . | 7 | 3 | 2
CC(=O)N1[C@H](CO)[C@H](c2ccc(C3=CCCC3)cc2)[C@@H]1CNC(=O)CN(C)C | -8 | 15 | -1 | 0 | 1 | . | .
Cc1ccc(NNC(=O)c2ccno2)cc1Cl | -11 | -11 | 7 | 0 | . | 2 | -2
O=C(Cc1ccccc1)N[C@@H]1C=C[C@H](CC(=O)N2CCCCC2)O[C@@H]1CO | -3 | -4 | -3 | 7 | 17 | 1 | 1
Cc1ccccc1CSc1nnc2ccc(-c3ccncc3)nn12 | -33 | -4 | 26 | 40 | -3 | 1 | -7
O=C(C[C@H]1C[C@H]2c3cc(NC(=O)NC4CCCC4)ccc3O[C@H]2[C@H](CO)O1)NCc1cccnc1 | -11 | -16 | -34 | . | -4 | -1 | 9
O=C(Nc1ccc(F)cc1)C(c1ccccc1)N1CCN(S(=O)(=O)c2ccc3ccccc3c2)CC1 (stereo not given) | 11 | -2 | 9 | 12 | . | 5 | 0
Clc1cccc(CNCC2CCCO2)c1Cl (stereo not given) | 2 | 2 | -1 | -8 | 13 | -3 | 1
Fc1ccc(N2C(=S)SC(=Nc3ccccc3)C2=Nc2ccccc2)cc1 | -37 | 0 | . | -3 | 10 | 0 | 3
OCC1(CCOc2ccccc2)CCN(Cc2nc3ccc(F)cc3[nH]2)CC1 | 15 | 9 | 22 | 0 | 6 | . | -10
Cc1ccc(S(=O)(=O)n2nc(-c3ccco3)nc2N)cc1 | -114 | -3 | -2 | -4 | -9 | -3 | -2
COc1cccc(NC(=O)N2CC(=O)N3[C@H](CO)[C@@H](c4ccc(Br)cc4)[C@@H]3C2)c1 | 5 | -14 | . | . | -2 | 0 | 2
CC(C)N(C(=O)CSc1nc2c([nH]1)c(=O)n(C)c(=O)n2C)c1ccccc1 | -2 | -10 | 10 | -1 | -17 | 3 | 5
CCOc1ccc(C(=O)NC(C(=O)NCc2ccccc2OC)C(C)C)cc1 (stereo not given) | 11 | 1 | 12 | . | 8 | -2 | 1
SMILES | EWS-Fli block | DENV2 CPE | PAX8 inh HTS | ARNT-TACC3 inh | LGR2 inh | Casp6 inh | SIRT5 inh
COc1ccc(S(=O)(=O)N[C@H]2C=C[C@H](CC(=O)N3CCC(Cc4ccccc4)CC3)O[C@H]2CO)cc1 | 5 | -4 | 21 | . | -4 | 4 | 8
CC(C)Cn1c(=O)c2ccccc2n2c(CCC(=O)NC3CCN(Cc4ccccc4)CC3)nnc12 | . | -4 | 1 | -9 | -11 | -5 | -5
CCn1cc(C(=O)N2CCN(c3ccccc3F)CC2)c(=O)c2ccc(C)nc21 | -8 | -10 | 15 | . | -3 | -2 | 1
Cc1cccc(N2CC(C(=O)Nc3nccs3)CC2=O)c1C (stereo not given) | 0 | -1 | -9 | -7 | -6 | 0 | -7
O=C(CCC1CCCC1)Nc1ccc(C(=O)NCc2cccnc2)cc1 | 3 | 12 | -10 | -6 | 9 | 0 | -1
O=C(CCC(=O)N1CCN(S(=O)(=O)c2ccc([N+](=O)[O-])cc2)CC1)N1CCOCC1 | -7 | 3 | 22 | -11 | 5 | 2 | 1
CCOC(=O)c1c(N)sc2c1CCCC2=O | -2 | -2 | -14 | 0 | -3 | 3 | -1
O=C(Cc1ccc(Cl)cc1)N/N=C/c1c(Cl)cccc1Cl | . | . | -4 | 5 | -16 | . | .
O=C(Nc1ccc(F)cc1F)c1cccn1-c1ncc(C(F)(F)F)cc1Cl | 0 | 0 | . | -2 | 25 | 1 | 1
Brc1ccc2nc(-c3ccco3)c(Cc3ccccc3)n2c1 | 14 | 14 | 9 | . | . | 21 | 7
Cc1ccc(S(=O)(=O)n2c(N)nc3cc(C)c(C)cc32)cc1 | -4 | 1 | -3 | . | -10 | -7 | -3
COCCn1c(SCC(=O)Nc2ccc3c(c2)OCCO3)nc2c(c1=O)SC(C)C2 (stereo not given) | -48 | ? | -37 | . | -63 | 2 | 0
CCn1c(CCC(=O)O)nc2cc(S(=O)(=O)N3CCOCC3)ccc21 | 5 | 13 | -7 | -4 | -3 | -3 | .
COc1cccc(NC(=O)Cn2c(=O)n(-c3ccccc3)c(=O)c3sccc32)c1 | 9 | 1 | 6 | 11 | 1 | -1 | -6
CN(C)C1(CNC(=O)CC(NC(=O)c2ccccc2Cl)c2ccccc2)CCCCC1 (stereo not given) | 10 | -1 | -5 | 8 | 6 | -4 | -3
CC(C)(C)NC(=O)CN(C(=O)CN1C(=O)C(=O)c2ccccc21)C(C)(C)C | 20 | -4 | 2 | -5 | 17 | -1 | -1
CCCC(=O)N1CCCC1(C)C(=O)Nc1ccc2c(c1)CCN2C(C)=O (stereo not given) | -10 | -4 | -2 | . | -15 | 0 | -1
O=[N+]([O-])c1ccc2cn(C3OC(CO)C(O)C3O)nc2c1 (stereo not given) | -11 | -3 | 0 | . | -1 | 0 | -3
O=C(C[C@@H]1C[C@@H]2c3cc(NC(=O)C4CCOCC4)ccc3O[C@@H]2[C@@H](CO)O1)NC1CCCC1 | -5 | -6 | -7 | -8 | -12 | 0 | 4
CCCc1cc(=O)n2[nH]c(-c3ccco3)nc2n1 | 11 | 4 | . | -28 | 2 | 3 | 0

Pulled by structure from the entries so far (2):
SMILES | EWS-Fli block | DENV2 CPE | PAX8 inh HTS | ARNT-TACC3 inh | LGR2 inh | Casp6 inh | SIRT5 inh
O=C(C[C@@H]1C[C@@H]2c3cc(NC(=O)C4CCOCC4)ccc3O[C@@H]2[C@@H](CO)O1)NC1CCCC1 | -5 | -6 | -7 | -8 | -12 | 0 | 4
CCCC(=O)N1CCCC1(C)C(=O)Nc1ccc2c(c1)CCN2C(C)=O (stereo not given) | -10 | -4 | -2 | . | -15 | 0 | -1

Screening results (PubChem)
